EPAC2 antag = EPAC2 (human) antagonism | Q8WZA2 | EPAC2 GEF exchange of Rap1B-BODIPY-GDP, fluorescence | Potency, µM (top dose mostly 114 µM), inactives show at the highest dose activity, negative = inhibition, actives largely listed as inhibitors | actives 0.18% (n = 360,000); note: potency is the fitted concentration of half-maximal effect; % is set by controls: 0 for no effect and ±100 for the full control effect; nearly all actives have a fitted effect of over 45% in size; many of its hits are not listed in these tables
Target sequence (Q8WZA2 whole entry, looked up): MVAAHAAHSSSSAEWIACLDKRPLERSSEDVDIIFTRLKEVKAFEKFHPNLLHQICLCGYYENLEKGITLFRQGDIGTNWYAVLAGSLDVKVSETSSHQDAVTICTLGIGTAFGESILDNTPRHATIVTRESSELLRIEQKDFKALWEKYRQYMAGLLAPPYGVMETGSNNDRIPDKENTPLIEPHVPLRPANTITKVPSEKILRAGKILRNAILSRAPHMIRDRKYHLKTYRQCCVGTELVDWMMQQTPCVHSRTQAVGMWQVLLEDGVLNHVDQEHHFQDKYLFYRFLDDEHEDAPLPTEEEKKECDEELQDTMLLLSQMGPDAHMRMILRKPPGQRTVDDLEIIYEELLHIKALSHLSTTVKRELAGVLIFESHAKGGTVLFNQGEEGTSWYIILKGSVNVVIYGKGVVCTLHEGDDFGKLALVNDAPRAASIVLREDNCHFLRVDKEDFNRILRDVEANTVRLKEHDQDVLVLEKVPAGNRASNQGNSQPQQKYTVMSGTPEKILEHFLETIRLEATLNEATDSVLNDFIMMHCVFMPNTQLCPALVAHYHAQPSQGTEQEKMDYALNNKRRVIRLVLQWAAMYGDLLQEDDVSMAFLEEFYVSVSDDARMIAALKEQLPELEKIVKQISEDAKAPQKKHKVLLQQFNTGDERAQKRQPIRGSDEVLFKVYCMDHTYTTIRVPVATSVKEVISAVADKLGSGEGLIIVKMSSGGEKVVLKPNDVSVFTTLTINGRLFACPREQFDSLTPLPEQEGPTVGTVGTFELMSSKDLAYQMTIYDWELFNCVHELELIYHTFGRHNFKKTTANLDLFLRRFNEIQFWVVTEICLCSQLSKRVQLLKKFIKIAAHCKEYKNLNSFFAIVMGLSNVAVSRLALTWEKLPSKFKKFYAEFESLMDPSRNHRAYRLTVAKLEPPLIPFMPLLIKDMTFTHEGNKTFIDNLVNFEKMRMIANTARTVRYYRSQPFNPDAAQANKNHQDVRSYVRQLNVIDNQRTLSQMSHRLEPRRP
MmCpn inh = blocks the Methanococcus maripaludis chaperonin Mm-Cpn | purified Mm-Cpn ATPase, ADP Transcreener TR-FRET | Potency, µM (highest dose often 76.9 µM), inactives show at the highest dose activity, negative = inhibition, usual class: inhibitors | actives 0.031% (n = 330,000) | AID 504842; note: potency is the fitted concentration of half-maximal effect; % is set by controls: 0 for no effect and ±100 for the full control effect; nearly all actives have a fitted effect of over 80% in size
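Compound-treated chaperonin, 25 nM final, turns over 10 uM ATP at 37°C for 30 min following a 10 min preincubation; ADP generated competes with ADP-d2 for Eu-cryptate antibody, lowering FRET.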
Akt phos inh = blocks phosphorylation of Akt; Neuro2A IGF-stimulated pAkt S473 HTRF, 20 min; hits give low values; activity change, % for hits at 50 µM; actives 0.32% (n = 360,000); AID 651550; in the data active = activity change below about -80%; inconclusive = mostly about -51% to -80%; note: % is set by controls: 0 for no effect and ±100 for the full control effect
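Single-point screen (50 µM final compound) in Neuro2A cells stimulated 20 min with 6 nM IGF at 37 deg C. After lysis, Ser473-phosphorylated Akt read by HTRF (ex 330 nm, em 615/665 nm) as the 665/615 ratio.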
A549 tox = A549 cytotoxicity, counter-screen for Nrf2 inhibitors; A549 ARE-Fluc cells, CellTiter-Fluor viability, 18-24 h; Potency, µM (series often up to 46 µM), for the others: at the highest dose activity change, negative = cytotoxicity, hits mostly inhibitors; actives 0.16% (n = 390,000); note: potency is the fitted concentration of half-maximal effect; % is set by controls: 0 for no effect and ±100 for the full control effect
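Cytotoxicity counterscreen: CellTiter-Fluor fluorescence was measured in A549 ARE_Fluc cells after 18-24 h of compound exposure in a concentration series. The subsequent BugLite luminescent read reports ARE-luciferase activity.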
EPAC2 agonist = activates human EPAC2 exchange factor | Potency, µM (doses to about 154 µM), without a hit: at the highest dose activation, usual class: activators | AID 720711 | EPAC2 activation, biochemical qHTS; response scale: 100% = 6.5 mM cAMP response | Q8WZA2 | actives 0.079% (n = 360,000); note: potency is the fitted concentration of half-maximal effect; nearly all actives have a fitted effect of over 50% in size
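Compounds were titrated in qHTS against a Rap1B-BODIPY-GDP (250 nM) complex with EPAC2 (100 nM) and GDP (50 uM). BODIPY-GDP release tracked at 480/540 nm over 30 min at room temperature, normalized to 6.5 mM cAMP.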
Nrf2 ARE act = activators of Nrf2 (ARE) signaling; AREc32 ARE-luciferase reporter (MCF7-derived line), luminescence, 24 h; Potency, µM (highest dose often 46.1 µM), without a hit: at the top dose activation, actives largely listed as activators; actives 0.31% (n = 410,000); note: potency is the fitted concentration of half-maximal effect; % of control where 0% means no effect; nearly all actives have a fitted effect of over 65% in size
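ARE activation measured as luciferase luminescence (Steady-Glo, 30 min RT) in AREc32_Fluc cells after 24 hr compound exposure at 37 deg C, 5% CO2; cells seeded overnight at 1000/well in OPTI-MEM, 5% FBS.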
TGFb inhibitor = TGF-b pathway inhibition; HepG2 CAGA-GFP TGF-b/SMAD3 reporter, GFP fluorescence, 18 h; TGF-beta stimulated, 500 pg/mL final; Potency, µM (doses to about 46.1 µM), for inactives: top-dose activity, negative = inhibition, most hits filed as inhibitors; actives 1.2% (n = 410,000); AID 588855; note: potency is the fitted concentration of half-maximal effect; % is set by controls: 0 for no effect and ±100 for the full control effect; nearly all actives have a fitted effect of over 65% in size
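Smad-responsive CAGA-GFP expression was quantified in HEPG2 cells exposed to compounds and 500 pg/mL final TGF-beta for 18 h at 37 degrees C; unstimulated wells defined full inhibition.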
CCT modulator = changes cytosolic chaperonin activity | actives 0.3% (n = 360,000) | AID 651819 | activity change, % (no concentration beside the values), hits read low | purified chaperonin ATPase assay, HTRF ADP detection, 30 min; in the data active = activity change below about -30%; note: % is set by controls: 0 for no effect and ±100 for the full control effect
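ATPase activity: ADP formed was measured by HTRF Transcreener (665/615 nm ratio) after 30 min at 37 deg C with 10 uM ATP. Compounds screened at one 76 uM concentration against 40 or 20 nM TRiC in Tris pH 7.4/KCl/MgCl2/DTT buffer.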
Nrf2 inh = Nrf2 pathway inhibition. A549 ARE-Fluc reporter, luciferase luminescence, 18-24 h. Potency, µM (top dose mostly 46 µM), for inactives: at the top dose activity change, negative = inhibition, most hits filed as inhibitors. actives 2.1% (n = 360,000). AID 504444; note: potency is the fitted concentration of half-maximal effect; % is set by controls: 0 for no effect and ±100 for the full control effect; nearly all actives have a fitted effect of over 60% in size
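Reporter: ARE-Fluc in A549. Exposure: 18-24 h, 37 °C, 5% CO2, 5% FBS OPTI-MEM. Readouts: fluorescent cytotoxicity (CellTiter-Fluor), then luminescent Nrf2 signal after BugLite.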
Numbers without * were called inactive; i = inactive; ? = inconclusive; nt = not tested or not shown; [ ] = remark or other dose. Unless noted, calls come from the whole dose curve; as a rule, active = well fitted curve in the direction sought with a large enough effect; inconclusive = small, poorly fitted or top-dose-only effect, or another doubt; inactive = no such curve, though single readings can be large; an effect the other way counts as inactive or inconclusive. Some of the compounds tested; the hit share may differ from the screen's.

Values run as follows: EPAC2 antag | MmCpn inh | Akt phos inh | A549 tox | EPAC2 agonist | Nrf2 ARE act | TGFb inhibitor | CCT modulator | Nrf2 inh
#1 O=S(=O)(c1ccccc1)[C@@]1(c2ccccc2)C[C@@H]2ON=C(c3cccc(Br)c3)[C@@H]2C1
    7% | -1% | i | -2% | 9% | -1.1% | -2% | -1.2 | ?
#2 COc1ccc(NC(=O)CN(C)CC(=O)N(CC(C)C)c2c(N)n(CC(C)C)c(=O)[nH]c2=O)cc1
    5% | 0% | i | 1% | 1% | -0.6% | 9% | -0.3 | 3%
#3 Cc1cc(C)c2nc(NC(=O)c3ccc4c(c3)OCO4)sc2c1
    13% | -5% | i | -2% | 5% | -0.6% | 12% | 1.6 | 10%
#4 CCn1c(=O)c2cc(C(=O)N(C)c3ccccc3F)sc2c2ccccc21
    -4% | -1% | i | -2% | 15% | 1.6% | 17% | 0.1 | ?
#5 CCC(C)NC(=O)CCc1nc2ccccc2n1-c1ccccc1 (stereo not given)
    -2% | -1% | i | 21% | 2% | 0.0% | 0% | 1.6 | 1%
#6 Cc1ccc(-c2nc(N)sc2-c2ccc(C)cc2)cc1
    ? | -3% | i | 0% | -1% | 2.5% | ? | -1.1 | ?
#7 Cc1nc2ccccc2n1CC(=O)NC(C)C1CC2CCC1C2 (stereo not given)
    7% | -3% | i | -17% | -11% | 0.0% | 0% | 0.1 | 5.2µM*
#8 Cc1ccc(CCNC(=O)c2oc(=O)c3ccccc3c2-c2ccc(C)cc2)cc1
    nt | nt | nt | 1% | nt | 5.5% | ? | nt | ?
#9 Cc1ccc(-c2csc(-c3c[nH]c4ccccc34)n2)cc1
    -16% | -2% | i | 5% | 10% | 7.8% | ? | -0.9 | ?
#10 COc1ccc(CN2c3cc(S(=O)(=O)N4CCOCC4)ccc3N3CCCC32)cc1 (stereo not given)
    -4% | 1% | i | -1% | -1% | -0.6% | 13% | -0.4 | -3%
#11 COc1ccc2[nH]c(=O)c(CNC3CCCCC3)cc2c1
    16% | -1%[15.4 µM] | i | 3% | 2% | -0.4% | -7% | 0.8 | 4%
#12 Cc1ccccc1NC(=O)C1CCC(CNS(=O)(=O)c2ccc3c(c2)C(C)(C)C(=O)N3C)CC1 (stereo not given)
    nt | nt | nt | -2% | nt | 2.8% | -28% | nt | ?
#13 O=C(CN(C(=O)c1csnn1)c1cccc(Cl)c1)NCCc1ccccc1
    -4% | -1% | i | 1% | 10% | -0.2% | -5% | -0.1 | -6%
#14 CCOC(=O)c1sc(Nc2nc3ccc(OC)cc3s2)cc1C
    -11% | ? | i | -11% | 6% | 6.9% | ? | -2.6 | -49%
#15 O=C(Cn1nnc(-c2ccccc2)c1COc1ccc2ccccc2c1)NCC1CC1
    -7% | nt | i | nt | 15% | 2.9% | ? | -1.8 | nt
#16 COc1ccc(NC(=O)COc2cccnc2[N+](=O)[O-])cc1OC
    14% | 0% | i | 0% | -1% | 0.0% | -9% | -8.4 | 5%
#17 N=c1c2c(-c3ccccc3)c(-c3ccccc3)n(Cc3ccco3)c2ncn1CCO
    1% | 0% | i | ? | 2% | 5.7% | ? | -2.8 | ?
#18 COc1ccc(NCc2nnc(SCC(=O)c3ccc(OC)cc3)o2)cc1
    2% | -1% | i | -7% | 5% | 12% | 21% | -1.0 | 3%
#19 COc1cccc(CNc2nc3cc(-c4ccc(C)cc4)sc3c(=O)n2C)c1OC
    -13% | nt | i | nt | 9% | 4.9% | 10µM* | -0.9 | nt
#20 CCC(CC)c1nnc(NC(=O)c2nc3nc(C)cc(C)n3n2)s1
    5% | 0% | nt | 11% | 0%[15.6 µM] | 3.8% | 23% | -0.4 | 6%
#21 Cc1ncc([N+](=O)[O-])n1CC(=O)Nc1cccc(C(F)(F)F)c1
    14% | 1% | i | -9% | -3% | -1.0% | 13% | -0.7 | -11%
#22 CN(C)c1cccc(C(=O)NCc2ccc(Cl)cc2)c1
    3% | 0% | i | 0% | 5% | 0.0% | 3% | -0.6 | -5%
#23 COc1cccc(/C=C2/C(=O)NN(c3ccccc3)C2=O)c1
    -2% | 3% | i | 0% | 14% | -0.1% | 0% | -2.4 | 4%
#24 CCOc1ccc(-n2c(SCC(=O)Nc3cc(OC)c([N+](=O)[O-])cc3C)nc3ccccc32)cc1
    7% | 1% | i | -3% | 6% | -0.2% | 1% | -3.9 | 8%
#25 O=C(Cc1ncn[nH]1)NCCc1ccccc1
    9% | 2% | i | 15% | 18% | -0.4% | 11% | -3.9 | -15%
#26 CC(NCCc1ccc(S(N)(=O)=O)cc1)C(=O)NCc1ccccc1 (stereo not given)
    3% | 1% | i | -6% | 4% | -0.5% | 0% | -0.6 | -12%
#27 NC(=O)c1cc(Br)cc2c3c([nH]c12)CCCC3
    -17% | -3% | i | ? | 15% | 4.2% | -30% | -0.4 | ?
#28 Cc1ccccc1CO/N=C/c1[nH]ncc1Br
    -8% | -1% | i | 0% | 0% | -0.1% | 3% | 0.1 | -6%
#29 COc1cc(C(O)c2nc(-c3cnn(C)c3)cs2)ccc1F (stereo not given)
    1% | nt | i | nt | 6% | 0.4% | 3% | 1.1 | nt
#30 Cc1ccc(S(=O)(=O)Nc2ccccn2)cc1[N+](=O)[O-]
    1% | 2% | i | 0% | -4% | 0.2% | -27% | -1.0 | -6%

Next section; it opens with the three that closed the last part.
Values run as follows: EPAC2 antag | MmCpn inh | Akt phos inh | A549 tox | EPAC2 agonist | Nrf2 ARE act | TGFb inhibitor | CCT modulator | Nrf2 inh
#28 Cc1ccccc1CO/N=C/c1[nH]ncc1Br
    -8% | -1% | i | 0% | 0% | -0.1% | 3% | 0.1 | -6%
#29 COc1cc(C(O)c2nc(-c3cnn(C)c3)cs2)ccc1F (stereo not given)
    1% | nt | i | nt | 6% | 0.4% | 3% | 1.1 | nt
#30 Cc1ccc(S(=O)(=O)Nc2ccccn2)cc1[N+](=O)[O-]
    1% | 2% | i | 0% | -4% | 0.2% | -27% | -1.0 | -6%
#31 Cc1ccc(CSCC(=O)Nc2ccc3c(c2)OCO3)cc1
    -9% | 0% | i | -4% | 9% | 0.3% | -10% | -1.7 | 18%
#32 Oc1ccccc1N=Nc1ccccc1O
    -16% | -1% | i | -4% | 1% | 10% | ? | -3.7 | 9%
#33 NS(=O)(=O)c1ccc(CCNC(=O)CSc2nc3ccccc3c3nc(CCN4CCCCC4)nn23)cc1
    12% | -6% | i | -10% | -1% | -0.4% | 9% | 1.6 | 0%
#34 Cc1nc(C)c(C(=O)Nc2nc3c(C)cccc3s2)o1
    7% | -1% | i | 3% | -1% | 7.1% | 0% | 0.0 | 21%
#35 CC(=O)NC1CC2CCCC(C1)N2C(=O)Nc1cccc(C)c1 (stereo not given)
    2% | nt | i | 4% | 4% | -0.8% | 2% | -2.3 | 20%
#36 Clc1ccc(C(c2nnnn2C2CCCC2)N2CCN(Cc3ccncc3)CC2)cc1 (stereo not given)
    -5% | -4% | i | 0% | -9% | 1.5% | 45%[activator] | -1.6 | -3%
#37 CCN(C(=O)COC(=O)/C(=C/c1ccccc1)n1nnnc1C)C1CCCCC1
    2% | -1% | i | -10% | 6% | 26% | -14% | -88* | ?
#38 OCC1OC2C(NC(=S)N2c2ccccc2)C(O)C1O (stereo not given)
    -2% | nt | i | 3% | 1% | -0.6% | -22% | -2.5 | -6%
#39 COc1cccc(/C=N/N2C(=O)NC3(CCCCC3)C2=O)c1O
    -3% | 1% | i | -15% | 16% | 4.4% | -2% | -1.1 | -2%
#40 CCc1ccccc1OCC(=O)N1CCN(c2ncccn2)CC1
    -11% | -3% | i | 9% | -1% | -0.5% | 10% | 0.9 | -7%
#41 CC(=O)N1CCN(S(=O)(=O)c2cccc(C(=O)NNC(=O)COc3c(C)cccc3C)c2)CC1
    0% | -1% | i | -7% | 5% | 0.4% | 24% | 1.0 | -5%
#42 COC(=O)c1ccc(Cn2c(SCc3ccccc3)nc3ccncc32)cc1
    nt | nt | nt | 0% | nt | 4.2% | -30% | nt | 9%
#43 COc1ccc(/C=C/C=N/NC(=O)COc2ccc(OC)cc2)cc1
    -2% | -2% | i | 1% | 13% | 4.0% | -1% | -0.9 | 6%
#44 CC(OC(=O)c1ccc2c(=O)n3c(nc2c1)CCCCC3)C(=O)Nc1ccc(F)cc1Cl (stereo not given)
    8% | -2% | i | -4% | -12% | 0.1% | -1% | -0.2 | 19%
#45 Cc1cccc(/N=C/c2sc3ccccc3c2O)n1
    8% | -3% | i | -13% | 13% | 15% | -9% | 0.0 | -14%
#46 COc1ccccc1-n1nnnc1SCC(=O)NC1CCCCC1
    1% | 1% | i | 0% | 2% | -0.1% | -8% | -1.2 | 1%
#47 O=C(CN1CCN(S(=O)(=O)c2ccc(Br)cc2)CC1)c1ccc(O)c(O)c1
    -5% | 2% | nt | 6% | 14% | 2.5% | 1% | -1.9 | 21%
#48 Cc1ccccc1OCC(=O)N(Cc1ccc(C(C)C)cc1)C1CCS(=O)(=O)C1 (stereo not given)
    nt | nt | nt | -13% | nt | 5.3% | -1% | nt | -28%
#49 Cc1ccccc1N1C(S)=C(C#N)C(=O)NC12CCCCC2
    2% | 1% | i | -6% | -4% | 4.0% | ? | -1.8 | -2%
#50 CC(C)(C)S(=O)(=O)/C(C#N)=N/Nc1ccc(S(C)(=O)=O)cc1
    4% | 0% | i | ? | 2% | -0.2% | 2% | 0.7 | 1%
#51 NC(=O)NN=C1CC2CC1C1C=CCC21 (stereo not given)
    -8% | nt | i | 18% | 10% | 3.2% | -23% | -13 | 0%
#52 CCOC(=O)C1=C(N)OC2=C(C(=O)CCC2)C1c1ccco1 (stereo not given)
    6% | -8% | i | -5% | 8% | -0.7% | ? | -13 | -2%

Assay outcomes from PubChem BioAssay.
